Source: PubChem (The Scripps Research Institute Molecular Screening Center)
PAFAH1B2 inh: PAFAH1B2 (human) inhibition; recombinant PAFAH1B2, FP-rhodamine activity probe, fluorescence polarization; hit rate 1.2% among 340,000; inhibition, % at 3.39 µM; P68402;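 active = inhibition above the mean of all tested compounds plus 3 SD, cut at about 24% in these data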;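 also: 0% = enzyme with DMSO and 100% = wells lacking PAFAH1B2; many of its hits are not listed in these tables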
Target sequence (P68402 whole entry, looked up): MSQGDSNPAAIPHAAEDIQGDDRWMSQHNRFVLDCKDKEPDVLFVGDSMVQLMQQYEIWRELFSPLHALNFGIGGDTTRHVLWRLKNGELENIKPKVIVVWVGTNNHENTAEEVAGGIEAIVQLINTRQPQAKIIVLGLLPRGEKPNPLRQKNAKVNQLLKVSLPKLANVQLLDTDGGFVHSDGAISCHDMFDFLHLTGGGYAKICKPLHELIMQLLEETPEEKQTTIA
PREPL inh: human PREPL enzyme inhibition. inhibition, % at 5.96 µM. Q4J6C6. AID 2751. hit rate 0.68% among 320,000. recombinant PREPL, fluorescence polarization activity-based probe; in the data active = inhibition above about 43%;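 also: 0% = enzyme with DMSO and 100% = wells lacking enzyme; many of its hits are not listed in these tables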
GSTO1 counter: GSTO1 inhibition, counter-screen for RBBP9 inhibitors; P78417; recombinant GSTO1, activity-based probe fluorescence polarization; inhibition, % at 5.96 µM; hit rate 1.1% among 300,000;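 active = inhibition above the campaign mean inhibition plus 3 SD, cut at about 35% in these data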;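 also: 0% = GSTO1-1 with DMSO and 100% = wells lacking GSTO1-1 enzyme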
PAFAH1B3 FP inh: inhibitors of human PAFAH1B3 | Q15102 | recombinant PAFAH1B3, FP-rhodamine probe, fluorescence polarization | inhibition, % at 3.39 µM | hit rate 0.28% among 340,000 | AID 492972;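 active = inhibition above the screen-wide average of all tested compounds plus 3 SD, cut at about 25% in these data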;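 also: 0% = enzyme with DMSO only and 100% = wells lacking PAFAH1B3 protein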
PME-1 inh: PME-1 (human) inhibition; Q9Y570; hit rate 0.53% among 320,000; AID 2130; recombinant PME-1, FP-Rh probe fluorescence polarization; inhibition, % at 5.9 µM;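 active = inhibition above the campaign mean of all compounds plus 3 SD, cut at about 26% in these data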;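 also: competitive labeling of PME-1 active site by serine hydrolase directed probe; 0% = PME-1 with DMSO and 100% = wells lacking PME-1 enzyme; inhibitors block probe labeling so polarization falls and inhibition rises; many of its hits are not listed in these tables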
Target sequence (Q9Y570 whole entry, looked up): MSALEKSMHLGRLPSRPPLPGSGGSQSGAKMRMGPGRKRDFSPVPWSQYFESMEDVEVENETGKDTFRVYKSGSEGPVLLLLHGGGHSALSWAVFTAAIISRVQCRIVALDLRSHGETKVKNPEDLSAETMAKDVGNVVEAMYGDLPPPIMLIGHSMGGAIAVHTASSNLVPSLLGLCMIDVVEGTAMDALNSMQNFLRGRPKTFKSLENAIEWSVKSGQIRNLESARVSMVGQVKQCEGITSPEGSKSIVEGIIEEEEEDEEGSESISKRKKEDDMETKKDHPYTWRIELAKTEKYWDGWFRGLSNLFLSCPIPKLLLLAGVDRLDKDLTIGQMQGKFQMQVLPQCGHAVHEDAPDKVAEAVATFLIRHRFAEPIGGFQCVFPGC
PAD4 inh: blocks human protein arginine deiminase 4; Q9UM07; recombinant PAD4, RCA probe fluorescence polarization; inhibition, % at 6.36 µM; hit rate 0.41% among 330,000;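 active = percent inhibition above a cutoff equal to the mean of all tested compounds plus 3 SD, cut at about 15% in these data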;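 also: 0% = PAD4 with RCA probe and DMSO and 100% = probe without PAD4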
LYPLA2 inh: counter-screen for PME1 inhibitors: inhibitors of human LYPLA2 | O95372 | recombinant LYPLA2, FP-Rh probe fluorescence polarization | inhibition, % at 5.9 µM | hit rate 0.38% among 320,000;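 active = inhibition above the screen-wide mean plus 3 SD, limit set per campaign, cut at about 26% in these data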;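 also: 0% = LYPLA2 with DMSO and 100% = wells lacking LYPLA2 enzyme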
Target sequence (O95372 whole entry, looked up): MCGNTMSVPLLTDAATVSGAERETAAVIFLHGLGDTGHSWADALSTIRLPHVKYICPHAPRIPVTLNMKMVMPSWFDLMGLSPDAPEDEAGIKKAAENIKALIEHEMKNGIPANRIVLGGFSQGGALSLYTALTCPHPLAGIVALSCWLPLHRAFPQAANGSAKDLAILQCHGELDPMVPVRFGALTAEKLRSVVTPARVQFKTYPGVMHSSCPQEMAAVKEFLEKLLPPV
LYPLA1 counter: counter-screen for PME1 inhibitors: inhibitors of human LYPLA1; hit rate 0.16% among 320,000; recombinant LYPLA1, FP-Rh probe fluorescence polarization; AID 2174; O75608; inhibition, % at 5.9 µM;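 active = inhibition above the mean of all tested compounds plus 3 SD, set per campaign, cut at about 14% in these data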;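 also: inhibitors block serine hydrolase probe labeling of LYPLA1 so polarization falls; 0% = enzyme with DMSO and 100% = wells lacking LYPLA1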
Target sequence (O75608 whole entry, looked up): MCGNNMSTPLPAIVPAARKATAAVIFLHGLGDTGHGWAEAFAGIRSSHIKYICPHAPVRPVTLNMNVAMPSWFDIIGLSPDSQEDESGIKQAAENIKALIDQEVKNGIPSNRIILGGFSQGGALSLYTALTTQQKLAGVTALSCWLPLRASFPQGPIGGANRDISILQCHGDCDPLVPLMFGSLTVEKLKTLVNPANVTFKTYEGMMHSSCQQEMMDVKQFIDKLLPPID
pPAFAH inh: inhibitors of human plasma PAF acetylhydrolase (pPAFAH); Q13093; recombinant pPAFAH, FP-rhodamine probe fluorescence polarization; inhibition, % at 3.39 µM; hit rate 1.5% among 330,000; AID 463082;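 active = inhibition above the mean inhibition across the screen plus 3 SD, cut at about 25% in these data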;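 also: inhibitors block binding of the rhodamine activity-based probe so polarization drops; 0% = enzyme with DMSO and 100% = wells lacking pPAFAH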
Starred values were filed as active, the others as inactive; . = no result given; & = joins results of further samples. These rows are one share of the data (hit frequency here may not be typical).

SMILES	PAFAH1B2 inh	PREPL inh	GSTO1 counter	PAFAH1B3 FP inh	PME-1 inh	PAD4 inh	LYPLA2 inh	LYPLA1 counter	pPAFAH inh
COCCCn1nnnc1SCC(=O)N1CCCC1	2	2	5	6	-1	-3	3	3	2
COc1cccc(NC(=O)CN2C(=O)COc3ccc(S(=O)(=O)N4CCOCC4)cc32)c1	1	-1	1	6	-6	-5	38*	-1	10
Cc1ccc(S(=O)(=O)N2CCN(C(=O)Cc3ccccc3)CC2)cc1	24	5	0	7	-4	-3	-5	-5	2
CN=C(Nc1ccc(Br)cc1)SC1CC(=O)N(c2ccc(OC)cc2)C1=O (configuration not stated)	-4	34	11	8	-2	-6	1	-8	7
O=C(c1ccc2c(=O)n(-c3ccccc3)c(=O)[nH]c2c1)N1CCCCC1	-3	7	-4	12	-1	1	6	-2	1
CCC(C)[C@H](NC(=O)NC1CCCc2ccccc21)C(=O)OC (some centres not stated)	0	-1	0	2	4	5	1	-1	3
O/N=C(\COc1ccccc1O)c1ccccc1	4	-5	5	6	-1	-4	4	0	1
Cc1cc(C)c[n+](CC(=O)c2ccc(C)c([N+](=O)[O-])c2)c1	-2	9	-4	6	1	0	0	0	-1
O=C1OC(Oc2ccccc2)(c2ccccc2)c2ccccc21 (configuration not stated)	7	-2	9	13	0	-3	-4	0	-4
O=C(CN1CCN(S(=O)(=O)/C=C/c2ccccc2)CC1)Nc1ccccc1N1CCOCC1	4	28	-1	12	18	-7	4	1	5
COc1ccc([N+](=O)[O-])cc1NC(=O)c1cc(C)c(C)o1	3	8	0	-1	4	-2	3	0	0
COc1ccc(OC)c(-c2oc3ccccc3c(=O)c2O)c1	1	-5	-4	6	9	-4	4	2	5
CC(C)[C@H](NC(=O)C1CCN(C(=O)[C@@H]2CCCN2)CC1)C(=O)NCc1ccc(F)cc1	-5	14	-10	6	1	1	2	1	4
COC(=O)C1CCN(C(=O)C23CCC(C)(C(=O)O2)C3(C)C)CC1 (configuration not stated)	3	-9	6	-3	-1	2	2	3	3
COc1ccc(C(=O)N/N=C/c2ccc(N(C)c3ccccc3)cc2)cc1	.	38	-13	.	10	4	-7	-7	2
Cc1ccc(S(=O)(=O)N2CCC(C(=O)N(C)C3CCS(=O)(=O)C3)CC2)cc1 (configuration not stated)	2	0	11	4	-6	3	1	-1	3
Cc1c(C(=O)NNc2cc(=O)n(C)c(=O)n2C)cccc1[N+](=O)[O-]	2	8	1	0	2	2	5	6	-4
COC(=O)c1ccc(NC(=O)CCN2CCCCC2)cc1	6&6	-4&-2	6&0	5&6	-7&-1	2&1	-4&-2	-3&1	2&0
Cc1ccccc1CSc1nc2[nH]ncc2c(=O)[nH]1	4	-22	17	4	-7	-1	6	0	2
CCC1CCCCN1Cc1cc(OC)c(O)c([N+](=O)[O-])c1 (configuration not stated)	.	8	7	.	-4	-5	-4	-2	10
Cc1cc(C)n(-c2nc3ccccc3nc2N2CCN(S(=O)(=O)c3cccc(C#N)c3)CC2)n1	-5	12	-3	-9	7	4	-1	2	1
CN(Cc1cccs1)C(=O)C1CC(=O)N(Cc2ccccc2)C1 (configuration not stated)	6	8	-2	3	-2	1	-3	1	-1
C#CCOCCOCCOCCNc1nc(N2CCN(C(=O)C([C@@H](C)O)n3cc([C@@H](N)CCCCN)nn3)CC2)nc(N2CCN(C(=O)[C@H](CC(N)=O)n3cc([C@@H](N)C(C)C)nn3)CC2)n1 (some centres not stated)	1	3	.	10	.	-3	.	.	4
COc1ccc(CN(C)CC(=O)Nc2ccc(Cl)cc2C(F)(F)F)c(OC)c1	1	0	1	-4	0	-7	-6	-5	-5
CN1CC2([N+](=O)[O-])CC=C(Oc3ccccc3)C([N+](=O)[O-])(C1)C2 (configuration not stated)	5	-9	0	3	0	1	2	1	5
CCc1ccccc1NC(=O)Cn1c(=O)n(-c2ccc(CC(=O)NCC3CCCO3)cc2)c(=O)c2ccccc21 (configuration not stated)	9	-5	-1	-1	3	-1	-5	-3	1
C/C=C/c1ccc(OCCOc2cccc3cccnc23)c(OC)c1	-1	2	5	3	-3	4	-7	-4	3
Oc1ccccc1C1=NCCNC(C(F)(F)F)=C1	6	-7	2	1	1	-6	4	1	1
O=C(Nc1ccc(N2CCN(C(=O)c3ccc(Cl)cc3)CC2)cc1)c1ccc2c(c1)OCCO2	3	36	-2	9	7	4	58*	4	1
CN(CC(=O)Nc1ccc(F)cc1)C(=O)COc1ncnc2ccccc12	1	12	-10	1	-5	-8	6	3	1

Ordered by number of heavy atoms (ascending): some entries from above.
SMILES	PAFAH1B2 inh	PREPL inh	GSTO1 counter	PAFAH1B3 FP inh	PME-1 inh	PAD4 inh	LYPLA2 inh	LYPLA1 counter	pPAFAH inh
Oc1ccccc1C1=NCCNC(C(F)(F)F)=C1	6	-7	2	1	1	-6	4	1	1
Cc1ccccc1CSc1nc2[nH]ncc2c(=O)[nH]1	4	-22	17	4	-7	-1	6	0	2
CCC1CCCCN1Cc1cc(OC)c(O)c([N+](=O)[O-])c1 (configuration not stated)	.	8	7	.	-4	-5	-4	-2	10
COC(=O)C1CCN(C(=O)C23CCC(C)(C(=O)O2)C3(C)C)CC1 (configuration not stated)	3	-9	6	-3	-1	2	2	3	3
Cc1c(C(=O)NNc2cc(=O)n(C)c(=O)n2C)cccc1[N+](=O)[O-]	2	8	1	0	2	2	5	6	-4
C/C=C/c1ccc(OCCOc2cccc3cccnc23)c(OC)c1	-1	2	5	3	-3	4	-7	-4	3
COc1ccc(C(=O)N/N=C/c2ccc(N(C)c3ccccc3)cc2)cc1	.	38	-13	.	10	4	-7	-7	2
COc1ccc(CN(C)CC(=O)Nc2ccc(Cl)cc2C(F)(F)F)c(OC)c1	1	0	1	-4	0	-7	-6	-5	-5
CC(C)[C@H](NC(=O)C1CCN(C(=O)[C@@H]2CCCN2)CC1)C(=O)NCc1ccc(F)cc1	-5	14	-10	6	1	1	2	1	4
Cc1cc(C)n(-c2nc3ccccc3nc2N2CCN(S(=O)(=O)c3cccc(C#N)c3)CC2)n1	-5	12	-3	-9	7	4	-1	2	1
CCc1ccccc1NC(=O)Cn1c(=O)n(-c2ccc(CC(=O)NCC3CCCO3)cc2)c(=O)c2ccccc21 (configuration not stated)	9	-5	-1	-1	3	-1	-5	-3	1
C#CCOCCOCCOCCNc1nc(N2CCN(C(=O)C([C@@H](C)O)n3cc([C@@H](N)CCCCN)nn3)CC2)nc(N2CCN(C(=O)[C@H](CC(N)=O)n3cc([C@@H](N)C(C)C)nn3)CC2)n1 (some centres not stated)	1	3	.	10	.	-3	.	.	4

(listing goes on)
SMILES	PAFAH1B2 inh	PREPL inh	GSTO1 counter	PAFAH1B3 FP inh	PME-1 inh	PAD4 inh	LYPLA2 inh	LYPLA1 counter	pPAFAH inh
COC(=O)C1CCN(CC(=O)Nc2ccc(OC)c(Cl)c2)CC1	6	5	-2	4	-4	2	-2	3	11
N#Cc1c(N)oc(-c2ccc3c(c2)OCO3)c1-c1ccc2c(c1)OCO2	2	-9	3	10	5	-8	2	-2	18
C[C@H]1CCC(=O)N([C@H](CSc2ccccc2)Cc2ccccc2)CC1	4	3	0	4	2	-1	-5	0	4
COc1ccc(N2CCN(C3=CC(=O)N(c4cccc(Cl)c4)C3=O)CC2)cc1	1	-3	6	1	-2	-1	4	0	3
COc1cc(CN2CCCN(C)CC2)c([N+](=O)[O-])cc1OC	2	-10	1	3	-6	0	8	0	2
Cc1ccc(C(=O)CC2(O)C(=O)N(C)c3ccccc32)s1 (configuration not stated)	12	0	3	3	0	0	-7	1	0
Cc1cc(CNC(=O)Nc2ccc3c(c2)OCO3)nn1C	1	9	-1	1	1	-1	1	1	5
CC(C)C(NC(=O)OC(C)(C)C)C(=O)N1CCCC1C(=O)NC(Cc1ccccc1)C(N)=O (configuration not stated)	3	5	-1	12	-3	0	2	0	0
c1ccc(-c2cc(-c3nc(-c4ccccn4)no3)c3ccccc3n2)cc1	-1	-5	-1	6	-1	-2	3	-1	8
COc1ccc(-c2cc(=O)oc3cc(OC(=O)C4CCCCC4)ccc23)cc1	1	-3	-3	-12	-5	5	0	0	-2
COc1cc(CCC(=O)OCC(=O)Nc2ccc(C(N)=O)cc2)cc(OC)c1OC	2	6	1	3	0	4	-3	-2	5
CN(C)S(=O)(=O)c1ccc(S(=O)(=O)N2CCN(CCC#N)CC2)cc1	3	-2	-3	8	2	-1	2	2	0
COc1ccc(CN2CCOCCOCCOCC2)cc1	-2	8	12	2	0	-4	1	1	3
Cc1cc(OC(C)C(=O)N2CCN(c3ccccc3)CC2)c2c(C)c(C)c(=O)oc2c1 (configuration not stated)	-6	20	-6	-1	-4	-2	-5	-1	2
Cc1onc(-c2ccccc2)c1C(=O)N1CCN(c2ccccc2)CC1	5	20	0	6	-1	1	3	-2	1

Among those listed so far, two have an NH in an aromatic ring:
SMILES	PAFAH1B2 inh	PREPL inh	GSTO1 counter	PAFAH1B3 FP inh	PME-1 inh	PAD4 inh	LYPLA2 inh	LYPLA1 counter	pPAFAH inh
O=C(c1ccc2c(=O)n(-c3ccccc3)c(=O)[nH]c2c1)N1CCCCC1	-3	7	-4	12	-1	1	6	-2	1
Cc1ccccc1CSc1nc2[nH]ncc2c(=O)[nH]1	4	-22	17	4	-7	-1	6	0	2

More structures
SMILES	PAFAH1B2 inh	PREPL inh	GSTO1 counter	PAFAH1B3 FP inh	PME-1 inh	PAD4 inh	LYPLA2 inh	LYPLA1 counter	pPAFAH inh
O=S(=O)(NCCc1ccccc1)c1ccc(Br)s1	19	-10	6	5	4	4	6	2	6
COc1ccc(-n2nnc3c(SCC(=O)Nc4ccccc4F)ncnc32)cc1	4	8	6	9	-2	-1	1	0	-3
Cc1sc(NC(=O)C2=COCCO2)nc1-c1ccc(F)cc1	1	10	5	0	3	-2	-2	2	2
CCCCC(=O)NNC(=O)c1c(O)c2ccccc2[nH]c1=O	6	10	2	5	1	-4	7	-1	5
CC(=O)Nc1ccc(/C=N/N2C(=O)NC(C)(c3ccc(OC(F)F)cc3)C2=O)cc1 (configuration not stated)	4	4	-4	2	-6	0	-3	-2	1
C=CC[C@H](CC(=O)N(CCO)Cc1ccccc1)C(=O)N[C@H](COC(=O)[C@@H](CC=C)CC(=O)OC(C)(C)C)c1ccccc1	6	7	.	8	.	0	.	.	9
COc1cccc(C(=O)CN(C(=O)c2ccc(Cl)cc2Cl)N2C(=O)c3ccccc3C2=O)c1	-2	10	-2	-1	-4	2	9	2	0
N#Cc1ccccc1OCC(=O)OCC(=O)Nc1ccc2c(c1)OCO2	1	7	.	3	4	-9	-1	-5	5
CCOC(=O)c1ccccc1NC(=O)CSc1nccn1C	1	-7	3	3	2	2	-2	-2	3
O=C(CN(c1ccc(Cl)c(Cl)c1)S(=O)(=O)c1ccccc1)N1CCc2ccccc2C1	-2	-81	4	6	-7	2	-5	-3	-8
C[C@H](CO)N1C[C@H](C)[C@@H](CN(C)C(=O)Nc2ccc(C(F)(F)F)cc2)Oc2ccc(NC(=O)Cc3ccccc3)cc2C1=O	2	34	.	2	.	1	.	.	16
Cc1cccc(OCC(=O)OCC(=O)N(CC(C)C)c2c(N)n(Cc3ccccc3)c(=O)[nH]c2=O)c1C	0	28	-1	2	1	-4	-1	-4	-1
CC1(C)CC(=O)c2cnc(NC(=O)C3CCCC3)nc2C1	5	-6	0	12	1	-2	0	4	5
